Source: PubChem
MEX-5 binding = MEX-5 zinc finger RNA-binding disruptors – biochemical, C. elegans, fluorescence polarization, MLPCN library, primary screen | 0.38% of 300,000 active | Zinc finger protein mex-5 (Caenorhabditis elegans), Q9XUB2 | activity score (negative = inhibition of binding), % at 10 µM | AID 1832, 2009 | MEX-5/FITC-TCR2 RNA binding; active compounds read low;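 active = inhibition past about -25% in most replicates, and total fluorescence under double the plate's negative control median, limit read from the data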;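 note: 0% = DMSO and -100% = 5 µM competing unlabeled TCR2 RNA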
MCL1-BIM inh = inhibitors of MCL1 binding to BIM-BH3, primary screen, biochemical, fluorescence polarization. Induced myeloid leukemia cell differentiation protein Mcl-1 (Homo sapiens), Q07820. GST-MCL1 / FITC-Bim-BH3 fluorescence polarization. inhibition, % at 10.9 µM. 0.68% of 320,000 active. AID 2057, 2009;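 active = inhibition above the mean inhibition of all tested compounds plus 3 SD, set per campaign, cut at about 40% in these data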;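 note: 0% = DMSO wells and 100% = unlabeled Bim-BH3 peptide control; higher means more loss of mP so more displacement of Bim peptide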
Target sequence (Q07820 whole entry, looked up): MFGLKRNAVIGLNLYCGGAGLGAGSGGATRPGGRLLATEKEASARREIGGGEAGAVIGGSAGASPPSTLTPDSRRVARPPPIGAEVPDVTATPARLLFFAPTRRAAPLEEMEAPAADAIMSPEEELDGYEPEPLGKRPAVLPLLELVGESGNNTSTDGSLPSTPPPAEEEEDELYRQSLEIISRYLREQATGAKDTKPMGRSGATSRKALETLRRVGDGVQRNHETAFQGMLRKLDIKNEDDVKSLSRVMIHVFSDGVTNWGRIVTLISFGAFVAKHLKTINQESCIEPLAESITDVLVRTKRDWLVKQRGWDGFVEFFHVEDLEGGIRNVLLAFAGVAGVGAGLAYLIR
Bcl-xL primary = inhibitors of human Bcl-xL, primary screen, biochemical, fluorescence polarization, HTS. Bcl-2-like protein 1 (Homo sapiens), Q07817. GST-Bcl-xL / FITC-Bim BH3 peptide fluorescence polarization. inhibition, % at 10.9 µM. 0.7% of 320,000 active. AID 2129, 2009;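 active = inhibition above the mean of all tested compounds plus 3 SD, cutoff set per campaign, cut at about 30% in these data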;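 note: 0% = DMSO wells and 100% = unlabeled Bim-BH3 peptide competitor; inhibitors lower millipolarization by displacing the labeled peptide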
Target sequence (Q07817 whole entry, looked up): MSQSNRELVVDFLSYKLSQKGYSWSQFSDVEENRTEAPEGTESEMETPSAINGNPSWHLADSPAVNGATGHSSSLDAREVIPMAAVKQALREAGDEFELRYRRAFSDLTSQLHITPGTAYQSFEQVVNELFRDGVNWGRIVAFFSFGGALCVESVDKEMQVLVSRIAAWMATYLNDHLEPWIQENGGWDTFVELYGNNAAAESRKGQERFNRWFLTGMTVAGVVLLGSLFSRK
PME-1 primary = PME-1 inhibitors via competitive probe labeling, primary screen, biochemical, fluorescence polarization, FP-Rh probe, HTS; Protein phosphatase methylesterase 1 (Homo sapiens), Q9Y570; recombinant PME-1; inhibition, % at 5.9 µM; 0.53% of 320,000 active; AID 2130, 2009;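 active = inhibition above the campaign mean of all compounds plus 3 SD, cut at about 26% in these data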;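 note: competitive labeling of PME-1 active site by serine hydrolase directed probe; 0% = PME-1 with DMSO and 100% = wells lacking PME-1 enzyme; inhibitors block probe labeling so polarization falls and inhibition rises; many of its hits are not listed in these tables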
GLD-1 RNA inh = GLD-1/TGE RNA complex disruptors, primary screen, biochemical, fluorescence polarization; inhibition, % at 5.96 µM; purified GLD-1 + fluorescein TGE RNA; 0.44% of 320,000 active;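 active = percent inhibition above a per-plate cutoff, the plate mean of test compounds plus 3 SD, cut at about 30% in these data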;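 note: 0% = DMSO wells with GLD-1 and probe and 100% = wells lacking GLD-1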
PAFAH1B2 inh = PAFAH1B2 enzyme inhibitors, primary screen, biochemical, fluorescence polarization, human; recombinant PAFAH1B2, FP-rhodamine activity probe; inhibition, % at 3.39 µM; Platelet-activating factor acetylhydrolase IB subunit alpha2 (Homo sapiens), P68402; 1.2% of 340,000 active;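 active = inhibition above the mean of all tested compounds plus 3 SD, cut at about 24% in these data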;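 note: 0% = enzyme with DMSO and 100% = wells lacking PAFAH1B2; many of its hits are not listed in these tables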
AHR act = AHR activators, primary screen, cell-based, luminescence, luciferase reporter, human; Aryl hydrocarbon receptor (Homo sapiens), P35869; AHR-responsive luciferase reporter cells; activation, % at 5 µM; 2.5% of 320,000 active; AID 2796, 2010; in the data active = activation above about 47%;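 note: 0% = vehicle wells and 100% = reference agonist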
pPAFAH FP inh = pPAFAH enzyme inhibitors, primary screen, biochemical, fluorescence polarization, human | Platelet-activating factor acetylhydrolase (Homo sapiens), Q13093 | recombinant pPAFAH, FP-rhodamine probe fluorescence polarization | inhibition, % at 3.39 µM | 1.5% of 330,000 active;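 active = inhibition above the mean inhibition across the screen plus 3 SD, cut at about 25% in these data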;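 note: inhibitors block binding of the rhodamine activity-based probe so polarization drops; 0% = enzyme with DMSO and 100% = wells lacking pPAFAH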
Target sequence (Q13093 whole entry, looked up): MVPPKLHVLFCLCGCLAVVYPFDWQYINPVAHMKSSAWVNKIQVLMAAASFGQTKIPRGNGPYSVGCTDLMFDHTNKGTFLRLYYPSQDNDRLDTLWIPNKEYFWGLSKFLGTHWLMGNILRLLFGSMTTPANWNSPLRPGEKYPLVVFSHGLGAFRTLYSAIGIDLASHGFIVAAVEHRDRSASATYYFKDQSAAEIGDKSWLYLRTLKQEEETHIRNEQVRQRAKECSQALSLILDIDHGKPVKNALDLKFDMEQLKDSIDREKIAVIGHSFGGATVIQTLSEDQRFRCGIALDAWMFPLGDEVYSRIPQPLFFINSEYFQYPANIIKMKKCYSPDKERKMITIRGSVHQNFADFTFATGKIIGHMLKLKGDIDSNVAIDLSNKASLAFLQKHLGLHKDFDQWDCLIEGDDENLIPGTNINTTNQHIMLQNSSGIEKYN
Fam108B inh = mouse Fam108B serine hydrolase inhibitors, primary screen, counter-screen for RBBP9 inhibitor project, biochemical, fluorescence polarization | AID 1947, 2009 | recombinant Fam108B, FP-Rh probe fluorescence polarization | 0.33% of 300,000 active | inhibition, % at 9.51 µM;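 active = inhibition above the screen mean inhibition plus 3 SD, computed separately per campaign, cut at about 18% in these data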;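 note: inhibitors lower polarization as less probe binds the enzyme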
* = called active by the depositor; x = no result given. An excerpt; count on the stated rates, not on these rows.

entry	Molecule	MEX-5 binding	MCL1-BIM inh	Bcl-xL primary	PME-1 primary	GLD-1 RNA inh
1	CC(C)NCCCCOc1cccc(Br)c1	-1.3	5	2	-2	3
2	N#CCSc1nc(N)c(C#N)c(C2CCCCC2)c1C#N	-1.1	-3	7	-1	5
3	Cc1ccc(Oc2ccc(Oc3ccc(C)cc3)nn2)cc1	-1.3	13	10	6	2
4	COP(=O)(c1ccc(N(C)C)cc1)C(O)c1ccccc1 (stereo not given)	-1.6	5	5	0	3
5	CCCCOC(=O)Nc1nc2ccc(OC)cc2s1	-0.4	3	2	-3	0
6	O=C(NCc1ccco1)c1cc(-c2cccnc2)nc2ccccc12	-1.0	0	3	4	0
7	COc1ccccc1/C=C/C=N/N1CCN(c2ccccn2)CC1	0.2	-5	2	-1	3
8	COc1ccc(N(CC(=O)NCc2ccc(C)cc2)S(=O)(=O)c2c(C)[nH]c(=O)[nH]c2=O)cc1	-1.6	0	7	-10	-2
9	CC(C)CN(C(=O)c1cccc([N+](=O)[O-])c1)c1c(N)n(CC(C)C)c(=O)[nH]c1=O	1.4	-3	0	-2	10
10	COc1ccc2nc(NC(=O)Nc3ccccc3OC)sc2c1	1.0	-9	-5	5	7

entry	PAFAH1B2 inh	AHR act	pPAFAH FP inh	Fam108B inh
1	0	0	7	3
2	4	-2	1	-1
3	0	-1	6	-1
4	3	-1	8	1
5	1	2	-2	2
6	7	2	4	-2
7	3	10	4	-9
8	1	-5	-2	-4
9	6	0	-2	0
10	5	2	6	-1

New compounds follow
entry	Molecule	MEX-5 binding	MCL1-BIM inh	Bcl-xL primary	PME-1 primary	GLD-1 RNA inh
11	Cc1c(C(N)=O)sc2ncn(CC(=O)OC(C)C)c(=O)c12	0.9	15	6	-4	2
12	CCCc1nn(C)c(C(=O)Nc2ccc(C(C)(C)C)cc2)c1Cl	3.1	5	6	-2	6
13	Cc1cc(C)c2oc(C(=O)N(Cc3ccc(F)cc3)C3CCS(=O)(=O)C3)cc(=O)c2c1 (stereo not given)	-0.2	-10	5	-1	6
14	COc1ccc(C(=O)Cn2cnc3ccccc3c2=O)cc1	1.0	5	8	-3	6
15	CN1CCN(C(=S)C(=O)Nc2ccc(Br)cc2)CC1	0.2	0	7	3	2
16	Cc1[nH][nH]c(=O)c1N=Nc1ccc(S(N)(=O)=O)cc1	-59*	2	1	3	1
17	Clc1ccc(COn2c(-c3ccccc3)nc3ccccc32)cc1	-0.7	4	2	-14	3
18	COc1ccc(CC(=O)Oc2ccc(C)cc2C)cc1	4.7	0	2	0	3
19	Cc1[nH]n(-c2cccc3ccccc23)c(=O)c1C=Nc1ccc2[nH]c(=O)[nH]c2c1	-0.4	4	0	4	0
20	CCOC(=O)C1=C(O)/C(=C\c2ccc(O)c(OCC)c2)N=C1C	18	16	4	0	-28

entry	PAFAH1B2 inh	AHR act	pPAFAH FP inh	Fam108B inh
11	0	13	2	-1
12	0	22	9	-5
13	0	-1	1	1
14	2	1	4	0
15	2	-3	10	1
16	x	2	-3	-3
17	4	5	1	-5
18	2	1	7	-1
19	-1	10	8	2
20	2	1	7	-1

Other compounds follow.
entry	Molecule	MEX-5 binding	MCL1-BIM inh	Bcl-xL primary	PME-1 primary	GLD-1 RNA inh
21	Cc1nnc(SCC(=O)NC2CCCCC2C)s1 (stereo not given)	-3.6	2	5	3	8
22	Cc1cc(OCC(=O)NCCc2ccc(Cl)cc2)c2c(C)cc(=O)oc2c1	1.0	8	4	0	-5
23	Cc1ccc2nc(C)c(Cl)c(=O)n2c1	-0.5	9	12	3	0
24	Cc1ccc(NC(=O)NCc2cccnc2)cc1	-0.9	-3	2	6	-4
25	C[C@]12CCC3C(CC[C@H]4CC(O)CC[C@]34C)C1CC/C2=N/NC(=O)c1ccncc1 (stereo not given in full)	2.5	-3	2	-8	-1
26	Cc1ccnc(NC(=O)CNC(=O)c2cccs2)c1	-1.7	5	2	-3	5
27	Cc1cc2c(cc(C(=O)OCC(=O)NCc3ccco3)n2C)s1	-4.5	-2	-2	5	-9
28	CCCn1c(C(C)Nc2nc(-c3cccc(Br)c3)cs2)nc2ccccc21 (stereo not given)	1.0	0	-8	7	5
29	CC(C)NC(=O)/C(C#N)=C/c1ccc2c(c1)OCCO2	-1.5	-1	3	-2	-2
30	O=C(CN1C(=O)NC2(CCCc3ccccc32)C1=O)Nc1ccccc1OC(F)F (stereo not given)	x	1	0	8	0

entry	PAFAH1B2 inh	AHR act	pPAFAH FP inh	Fam108B inh
21	4	2	5	-2
22	8	4	8	0
23	5	-2	1	-5
24	3	6	6	2
25	-3	2	4	-5
26	-1	6	1	-1
27	5	10	-6	-10
28	-7	4	10	-1
29	-3	2	3	4
30	0	-1	1	x

The list goes on.
entry	Molecule	MEX-5 binding	MCL1-BIM inh	Bcl-xL primary	PME-1 primary	GLD-1 RNA inh
31	CC(C)n1ncc(N2CCOCC2)c(Cl)c1=O	3.0	0	5	-4	-5
32	CCOCCCNC(=O)C1CCN(C(=O)N(C)C)CC1	-0.9	7	1	0	3
33	Cc1ccc(Sc2ncccc2/C=N/O)cc1	-3.0	3	9	-9	-3
34	COc1cc(C(=O)NC(c2ccccc2)c2ccccc2)cc(Cl)c1OC	-1.0	2	5	4	5
35	COc1ccccc1-n1c(SCC(=O)N2CCOCC2)nc2ccccc2c1=O	3.2	-3	5	0	4
36	COc1ccc(C)cc1NC(=O)C(OC(=O)c1cnc(C)cn1)c1ccccc1 (stereo not given)	-1.4	-3	2	0	2
37	Cc1nc2nc(COc3ccccc3)[nH]n2c(=O)c1C	-1.4	6	3	1	7
38	CNC(=O)COc1ccc(Nc2nnc(-c3ccc(C)c(S(N)(=O)=O)c3)c3ccccc23)cc1	-2.2	4	9	0	2
39	COC(=O)c1nn(-c2c(C)n(C)n(-c3ccccc3)c2=O)cc1O	-0.9	-2	-4	0	4
40	Cc1ccc(C(=O)NC(=S)NCC(=O)c2ccccc2)cc1	-2.5	-5	1	-6	10

entry	PAFAH1B2 inh	AHR act	pPAFAH FP inh	Fam108B inh
31	-1	0	1	3
32	3	1	-6	1
33	5	-3	1	-1
34	3	6	-1	-6
35	-2	2	-6	3
36	3	60*	1	5
37	2	4	-1	6
38	3	0	-2	-6
39	1	4	3	-3
40	2	10	-1	0

Structural class: the entries above with an NH in an aromatic ring
entry	Molecule	MEX-5 binding	MCL1-BIM inh	Bcl-xL primary	PME-1 primary	GLD-1 RNA inh
8	COc1ccc(N(CC(=O)NCc2ccc(C)cc2)S(=O)(=O)c2c(C)[nH]c(=O)[nH]c2=O)cc1	-1.6	0	7	-10	-2
9	CC(C)CN(C(=O)c1cccc([N+](=O)[O-])c1)c1c(N)n(CC(C)C)c(=O)[nH]c1=O	1.4	-3	0	-2	10
16	Cc1[nH][nH]c(=O)c1N=Nc1ccc(S(N)(=O)=O)cc1	-59*	2	1	3	1
19	Cc1[nH]n(-c2cccc3ccccc23)c(=O)c1C=Nc1ccc2[nH]c(=O)[nH]c2c1	-0.4	4	0	4	0
37	Cc1nc2nc(COc3ccccc3)[nH]n2c(=O)c1C	-1.4	6	3	1	7

entry	PAFAH1B2 inh	AHR act	pPAFAH FP inh	Fam108B inh
8	1	-5	-2	-4
9	6	0	-2	0
16	x	2	-3	-3
19	-1	10	8	2
37	2	4	-1	6

Next section:
entry	Molecule	MEX-5 binding	MCL1-BIM inh	Bcl-xL primary	PME-1 primary	GLD-1 RNA inh
41	O=C(Nc1cc(=O)[nH]c2ncnn12)c1ccco1	5.9	4	3	3	5
42	COc1ccc(N(CC(=O)NC2CCCCC2)C(=O)c2ccc(C)s2)cc1OC	-1.7	3	1	0	3
43	COc1ccc(N2CCN(C(=O)c3ccc(NS(=O)(=O)c4cccc(F)c4)cc3)CC2)cc1	-0.8	0	7	8	6
44	Cc1ccc(C)c(NS(=O)(=O)c2cc3c4c(c2)CC(=O)N4CCC3)c1	-0.5	-2	8	2	-3
45	COc1ccc(CCN2CCCC(CN(C)Cc3cc(OC)c(OC)c(OC)c3)C2)cc1 (stereo not given)	-0.4	11	1	0	10
46	O=C(CCCn1c(=O)[nH]c2ccsc2c1=O)N1CCN(Cc2ccc3c(c2)OCO3)CC1	-0.9	9	-1	-4	-7
47	CCCNC(=O)NC(=O)CSc1nc2cc(C(=O)OC)ccc2c(=O)n1-c1ccccc1	0.8	-20	4	-2	7
48	CSCCCN1CCC(n2nccc2NC(=O)CCCc2ccccc2)CC1	-1.7	-7	-4	3	10
49	CCN(CC)c1ccc([C@H]2[C@@H]3CCCC[C@]3(O)CCN2CC(=O)NCc2ccco2)cc1	1.7	5	3	-5	8
50	Cc1ccc(-c2nnc(C)c(N3CCOCC3)n2)cc1	3.1	-1	4	-6	-2

entry	PAFAH1B2 inh	AHR act	pPAFAH FP inh	Fam108B inh
41	3	0	2	0
42	-4	2	-1	-2
43	-2	-1	9	2
44	-2	1	9	-2
45	3	-1	4	2
46	5	16	0	1
47	-3	2	-2	1
48	3	0	-2	2
49	-3	2	2	7
50	5	32	5	0

(cont.)
entry	Molecule	MEX-5 binding	MCL1-BIM inh	Bcl-xL primary	PME-1 primary	GLD-1 RNA inh
51	Nc1nonc1OCCN1CCN(c2ccc([N+](=O)[O-])c3cccnc23)CC1	-0.3	3	7	2	-3
52	Cc1ccc(NC(=O)C2CCCN2S(=O)(=O)c2cccc3cccnc23)cc1F (stereo not given)	0.0	1	4	6	3
53	Cc1ccc(NCC(=O)N/N=C/c2ccncc2)cc1	2.3	8	8	-4	3
54	O=C(NCC(c1cccs1)N1CCOCC1)C1CCN(S(=O)(=O)c2ccccc2C(F)(F)F)CC1 (stereo not given)	-1.6	-3	2	0	3
55	O=C(CCCOc1ccc(Cl)cc1)N1CCOCC1	-0.7	0	4	-3	2
56	O=C(Nc1ccc(S(=O)(=O)Nc2nccs2)cc1)c1ccccc1OC(F)F	x	-5	0	-1	-1
57	COc1ccc(OCCNc2cc(Cl)ccc2[N+](=O)[O-])cc1	1.1	6	2	1	-2
58	COCCN(CCOC)S(=O)(=O)c1ccc(/C(O)=C(\C#N)c2nc3ccccc3[nH]2)cc1	-0.6	4	1	4	3
59	CCNS(=O)(=O)c1ccc(NC(=O)Cc2ccc(F)cc2)cc1	1.7	-1	1	-7	-1
60	CN(CC(=O)OCC(=O)NC(=O)c1cccn1C)S(=O)(=O)c1ccc(Cl)cc1	-2.3	5	7	-3	4
61	Cc1ccc(NC(=O)CNC(=O)c2ccc(C)o2)cc1	-0.4	3	-1	5	-1

entry	PAFAH1B2 inh	AHR act	pPAFAH FP inh	Fam108B inh
51	x	3	7	0
52	-1	1	4	2
53	3	64*	4	1
54	-1	4	-6	4
55	19	3	1	-1
56	3	-2	2	x
57	4	3	1	-1
58	-1	6	3	0
59	-2	-3	6	1
60	10	0	18	3
61	7	15	0	4
